RECQ1 inh = qHTS Assay for Inhibitors of RecQ-Like Dna Helicase 1 (RECQ1). Potency, µM (highest dose often 57.3 µM), for inactives: at the top dose activity, negative = inhibition, most hits filed as inhibitors. hit rate 0.54% among 240,000. ATP-dependent DNA helicase Q1 (Homo sapiens), P46063. AID 2549, 2010. RECQ1 DNA unwinding, red fluorescence kinetic read;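 note: plate controls were vehicle for no effect and no enzyme for full effect; nearly all actives have a fitted effect of over 30% in size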
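50 nM RECQ1T1 preincubated 15 min with compound in Tris pH 8.0 buffer with MgCl2, DTT, Tween-20 and 2.5 ug/ml poly(dI-dC); started with 200 nM TAMRA/BHQ-2 forked duplex and 2 mM ATP. Unwinding read as fluorescence (525/598 nm), two reads 2 h apart.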
TRb SRC2 PPI = qHTS for Inhibitors of the Interaction of Thyroid Hormone Receptor and Steroid Receptor Coregulator 2 | TRbeta-SRC2 peptide binding, fluorescence polarization; receptor liganded with 1 µM T3 | Thyroid hormone receptor beta (Homo sapiens), P10828 | hit rate 0.065% among 280,000 | Potency, µM (top dose mostly 106 µM), for inactives: top-dose activity change, negative = inhibition, most hits filed as inhibitors;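 note: plate controls were bound peptide for no effect and peptide without receptor for full effect; nearly all actives have a fitted effect of over 50% in size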
Target sequence (P10828 whole entry, looked up): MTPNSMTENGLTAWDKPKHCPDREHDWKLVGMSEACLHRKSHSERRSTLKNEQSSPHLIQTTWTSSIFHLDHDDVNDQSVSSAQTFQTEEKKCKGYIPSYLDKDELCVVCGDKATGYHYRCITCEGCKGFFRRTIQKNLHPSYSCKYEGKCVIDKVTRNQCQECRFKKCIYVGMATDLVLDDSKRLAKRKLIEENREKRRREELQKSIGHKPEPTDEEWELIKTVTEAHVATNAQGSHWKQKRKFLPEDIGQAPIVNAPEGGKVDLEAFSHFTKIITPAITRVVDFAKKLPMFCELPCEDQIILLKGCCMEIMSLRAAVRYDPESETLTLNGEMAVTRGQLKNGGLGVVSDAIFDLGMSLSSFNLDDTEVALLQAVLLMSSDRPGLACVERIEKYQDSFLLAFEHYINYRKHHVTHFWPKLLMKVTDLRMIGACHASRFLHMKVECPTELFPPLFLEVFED
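Human TRb LBD (0.6 uM) plus Texas Red-labeled SRC2 peptide (20 nM), 1uM T3, 5% DMSO, 5 hr at ambient temperature. Decreased polarization (555/632 nm) flags inhibition; data normalized to free and bound peptide controls.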
GAA spleen mod = qHTS Assay for Inhibitors and Activators of Human alpha-Glucosidase From Spleen Homogenate; hit rate 0.006% among 240,000; Potency, µM (highest dose often 79.9 µM), inactives show top-dose activity change, negative = inhibition, most hits filed as inhibitors; AID 2112, 2009; Lysosomal alpha-glucosidase (Homo sapiens), P10253; human spleen homogenate, 4-MU-alpha-glucoside fluorescence;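 note: 0% = enzyme with vehicle and -100% = no enzyme basal signal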
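Human spleen homogenate (1 ug) with 4-methylumbelliferyl-alpha-D-glucopyranoside (1 mM final) in 50 mM citrate/phosphate pH 5.0, 0.01% Tween-20; 40 min at 37 C. Stopped at pH 10; 4-MU fluorescence Ex 365/Em 440 nm; AC50 by Hill fit.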
GAA glycogen = qHTS Assay for Inhibitors and Activators of Human alpha-Glucosidase Cleavage of Glycogen | Lysosomal alpha-glucosidase (Homo sapiens), P10253 | recombinant GAA, glycogen substrate, Amplex Red glucose oxidase fluorescence | Potency, µM (doses to about 76.4 µM), without a hit: at the top dose activity change, negative = inhibition, actives largely listed as inhibitors | hit rate 0.38% among 300,000 | AID 2100, 2009;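 note: 0% = full enzyme reaction and -100% = no-enzyme basal signal; the screen sought inhibitors and activators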
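Natural-substrate format: glycogen cleavage by 4 nM human enzyme, glucose read by Amplex Red coupling (Ex 573, Em 610 nm). Normalized to enzyme and no-enzyme controls.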
TR SRC2 fluor cs = Total Fluorescence Counterscreen for Inhibitors of the Interaction of Thyroid Hormone Receptor and Steroid Receptor Coregulator 2 | TRb/SRC2 Texas Red total fluorescence interference | Potency, µM (highest dose often 106 µM), inactives show at the highest dose fluorescence change, negative = quenching | hit rate 0.29% among 280,000; active = well fitted curve in either direction with a large enough effect; inconclusive = small, poorly fitted or top-dose-only effect
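Flags fluorescent or light-absorbing compounds by total fluorescence, S + 2P, at 555 nm excitation and 632 nm emission. Mixture: 20 nM Texas Red SRC2 peptide, 0.6 uM human TRb LBD, 1 uM T3, 5% DMSO; compound exposure 5 h at ambient temperature.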
L3MBTL1 inh = qHTS Assay for the Inhibitors of L3MBTL1; Lethal(3)malignant brain tumor-like protein 1 (Homo sapiens), Q9Y468; AlphaScreen L3MBTL1–H3K9me1 peptide binding; Potency, µM (highest dose often 57.1 µM), without a hit: top-dose activity, negative = inhibition, usual class: inhibitors; hit rate 0.66% among 230,000; AID 485360, 2010; note: nearly all actives have a fitted effect of over 60% in size
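Read-out is AlphaScreen signal from streptavidin donor and nickel chelate acceptor beads (10 ug/mL final each) bridging L3MBTL1 (50 nM) and biotinylated K9-monomethylated H3(1-15) peptide (75 nM), after 30 min compound exposure at room temperature.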
GAA inh = qHTS Assay for Inhibitors of Human alpha-Glucosidase as a Potential Chaperone Treatment of Pompe Disease | purified human GAA, 4-MU-alpha-glucoside fluorescence | Potency, µM (top dose mostly 76.9 µM), for inactives: top-dose activity change, negative = inhibition, actives largely listed as inhibitors | hit rate 0.005% among 200,000 | Lysosomal alpha-glucosidase (Homo sapiens), P10253 | AID 1466, 2008;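 note: plate controls were uninhibited enzyme wells for no effect and no-enzyme background for full effect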
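Activity normalized between no-enzyme (basal) and enzyme-only wells. Conditions: 4 nM human enzyme, 400 uM fluorogenic substrate, citrate/phosphate pH 5.0 with Tween-20, 20 min room temperature, compounds up to 77 uM.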
RGS12 GoLoco inh = qHTS Assay for Inhibitors of RGS12 GoLoco Motif Activity (Red Fluorophore). Potency, µM (top dose mostly 61.6 µM), without a hit: at the highest dose activity, negative = inhibition, usual class: inhibitors. AID 880, 2007. hit rate 0.44% among 230,000. Gai1:RGS12 GoLoco peptide FP, rhodamine, 10 min. Guanine nucleotide-binding protein G(i) subunit alpha-1 (Homo sapiens), P63096; active = well fitted inhibition curve with a large enough effect, not every such curve was filed as active; inactive = no such curve, though single readings can be large or run the other way; note: nearly all actives have a fitted effect of over 30% in size; many of its hits are not listed in these tables
Target sequence (P63096 whole entry, looked up): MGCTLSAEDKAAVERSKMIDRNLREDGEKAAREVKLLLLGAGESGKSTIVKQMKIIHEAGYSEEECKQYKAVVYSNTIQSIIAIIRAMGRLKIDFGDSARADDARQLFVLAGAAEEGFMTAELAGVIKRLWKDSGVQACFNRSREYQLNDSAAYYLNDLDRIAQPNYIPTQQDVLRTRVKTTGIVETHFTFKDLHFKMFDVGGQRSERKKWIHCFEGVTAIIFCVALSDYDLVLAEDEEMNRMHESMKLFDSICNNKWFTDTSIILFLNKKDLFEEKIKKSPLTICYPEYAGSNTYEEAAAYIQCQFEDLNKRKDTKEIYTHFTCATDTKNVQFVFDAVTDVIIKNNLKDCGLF
Numbers without * were called inactive; i = inactive; ? = inconclusive; nt = not tested or not shown; & = joins results of further samples; [ ] = another dose, or the depositor's remark. Unless noted, calls come from the whole dose curve; as a rule, active = well fitted curve in the direction sought with a large enough effect; inconclusive = small, poorly fitted or top-dose-only effect, or another doubt; inactive = no such curve, though single readings can be large; an effect the other way counts as inactive or inconclusive. Unless noted, % is set by controls: 0 for no effect and ±100 for the full control effect; potency is the fitted concentration of half-maximal effect. This is a subset; rates above refer to the full screens.

SMILES	RECQ1 inh	TRb SRC2 PPI	GAA spleen mod	GAA glycogen	TR SRC2 fluor cs	L3MBTL1 inh	GAA inh	RGS12 GoLoco inh
NC1=NC[C@H](c2ccccc2)N1CCCCC1CCCCC1	i	4%	-4%	3%	0%	nt	nt	12%
Cc1ccc(C(=O)NCC(=O)OCc2csc(-c3ccccc3)n2)cc1	6%	9%	2%	8%	0%	6%	5%	-1%
CCOC(=O)C(N)CSC1CC(=O)N(c2ccc(C(=O)OC)cc2)C1=O (stereo not drawn)	-3%	-26%	-14%	8%	-1%	10%	?	-22%
CCC(C)NC(=O)NC(=O)N(C1CCCCC1)S(C)(=O)=O (stereo not drawn)	-3%	-2%	-4%	-20%	-1%	0%	2%	-5%
CCOc1ccc(NC(=O)c2ccc(CNc3c(N4CCCC4)c(=O)c3=O)cc2)cc1	-9%	9%	0%	-1%	0%	nt	nt	4%
O=C(CN(C(=O)C1CSC(=O)C1)c1cccc(F)c1)NC1CCCC1 (stereo not drawn)	-3%	-6%	4%	-4%	-1%	-7%	-2%	-13%
COc1ccc(C2Nc3ccccc3C(=O)N2Cc2ccco2)cc1COc1ccc(NC(C)=O)cc1 (stereo not drawn)	-6%	-3%	3%	0%	-11%	-3%	?	-4%
O=C(O)CCSc1nnc(-c2ccncc2)n1-c1ccccc1	-3%	15%	-4%	2%	2%	3%	-19%	16%
CCOC(=O)Cn1c(=NC(=O)CN2C(=O)CCC2=O)sc2cc(S(N)(=O)=O)ccc21	-2%	-12%	4%	8%	0%	9%	?	5%
Cc1ccc2c(ccn3cc4c(c(=O)n(C)c(=O)n4C)c23)c1	22%	1%	4%	0%	-2%	-1%	12%	14%
O=C(Nc1ccccc1-c1ccccc1)NC1CC2CCCC(C1)N2Cc1ccc(F)cc1 (stereo not drawn)	1%	4%	2%	1%	-2%	-18%	?	22%
CCCn1nc2cc(C(=O)NC3CCc4ccccc43)ccc2c1OCC (stereo not drawn)	-11%	-2%	2%	-6%	3%	0%	-6%	2%
O=C(Nc1nc(-c2ccc(Cl)s2)cs1)c1cccs1	-5%	-8%	7%	-6%	-2%	-6%	5%	23%
CSc1nsc(/C=C/Nc2ccc(F)cc2F)c1C#N	i	5%	1%	-21%	-1%	?	0%	18%
CCOc1ccccc1N1CCN(CC(=O)NCCc2ccc(S(N)(=O)=O)cc2)CC1	-1%	-5%	2%	14%	-4%	6%	-2%	6%
CN(C)C(CNC(=O)c1cc(S(=O)(=O)N(C)c2ccccc2)ccc1Cl)c1cccs1 (stereo not drawn)	5%	-10%	4%	-2%	-1%	17%	3%	-1%
Cc1nn(Cc2ccc(Cl)cc2Cl)c(C)c1NC(=O)Cn1nc([N+](=O)[O-])c(Cl)c1C	i	-14%	1%	0%	-1%	nt	0%	-8%
O=C(COC(=O)c1ccc(-c2ccc([N+](=O)[O-])cc2)o1)NC(=O)NC1CCCCC1	-8%	-1%	-3%	2%	2%	-14%	-1%	nt
O=C(NCc1ccco1)C(=O)NCC1OCCN1S(=O)(=O)c1ccc(Cl)cc1 (stereo not drawn)	i	5%	-1%	-2%	-4%	4%	2%	1%
Cc1[nH]n(-c2ccc([N+](=O)[O-])cc2)c(=O)c1C=NCCc1ccc(S(N)(=O)=O)cc1	i	-5%	3%	20%	-9%	-4%	-11%	0%

2 entries picked at random from those above, as already listed:
SMILES	RECQ1 inh	TRb SRC2 PPI	GAA spleen mod	GAA glycogen	TR SRC2 fluor cs	L3MBTL1 inh	GAA inh	RGS12 GoLoco inh
Cc1[nH]n(-c2ccc([N+](=O)[O-])cc2)c(=O)c1C=NCCc1ccc(S(N)(=O)=O)cc1	i	-5%	3%	20%	-9%	-4%	-11%	0%
COc1ccc(C2Nc3ccccc3C(=O)N2Cc2ccco2)cc1COc1ccc(NC(C)=O)cc1 (stereo not drawn)	-6%	-3%	3%	0%	-11%	-3%	?	-4%

Other entries:
SMILES	RECQ1 inh	TRb SRC2 PPI	GAA spleen mod	GAA glycogen	TR SRC2 fluor cs	L3MBTL1 inh	GAA inh	RGS12 GoLoco inh
CC(=O)Nc1c(-c2ccccc2)nc2ncccn12	5%	1%	-1%	-2%	3%	nt	8%	-1%
N#CCCN(Cc1cccnc1)C(=O)Nc1ccc(Cl)c(Cl)c1	-10%	0%	-12%	3%	2%	-7%	0%	11%
CCn1c(NC(=O)C2CCCCC2)nc2ccccc21	-13%	-17%	-8%	-4%	3%	0%	-12%	0%
CCOC(=O)C(CC)(CC)C(=O)/C=C/c1ccc(Br)cc1	-1%	-2%	-10%	-12%	-2%	20%	-4%	0%
CCOC(=O)c1c(NC(=O)c2ccco2)n(C2CCCCC2)c2nc3ccccc3nc12	2%	?	15%	-5%	1%	10%	13%	15%
O=C(Cn1cc2c(n1)CCCC2)NCCc1ccccc1	-2%	2%	-13%	-1%	-4%	-17%	1%	2%
CC(CCc1ccccc1)NC(=O)C1CCN(C(=O)c2sccc2-n2cccc2)CC1 (stereo not drawn)	-7%	-3%	-8%	4%	1%	-3%	-6%[15.4 µM]	12%
CCOC(=O)N1CCN(C2=Nc3cccc4cccc2c34)CC1	i	4%	-5%	22%	3%	-7%	-8%	16%
Cc1cc(=O)oc2cc(OC(C)C(=O)NCC3CCCO3)ccc12 (stereo not drawn)	21%	5%	-4%	1%	-2%	5%	3%	15%
COC(=O)c1nc2n(n1)C(c1ccc(OC)c(OC)c1OC)C1=C(CCCC1=O)N2 (stereo not drawn)	-4%	-16%	-22%	3%	3%	?	?	-1%
COc1ccccc1CN1CCNC(=O)C1CC(=O)NCc1c(C)n[nH]c1C (stereo not drawn)	-6%	-2%	-2%	-15%	-1%	37%[activator]	3%	7%
CCc1ccc([C@@H]2C[C@H]3CN(Cc4ccccc4OC)C(=O)[C@]34CCCN24)cc1	-11%	4%	-1%	13%	-1%	-1%	-2%	11%
Cc1ccc(Cl)c(OC(=O)c2nn(C(C)C)c(=O)c3ccccc23)c1	-5%	-5%	11%	-6%	-4%	5%	4%	-10%
OC[C@H]1O[C@@H](n2cnc3c(NCc4ccco4)ncnc32)[C@H](O)[C@@H]1O	-1%&-7%	0%&0%	5%&-2%	nt	-2%&-1%	nt	nt	4%&4%
O=C(O)c1c[nH]c2ccc(S(=O)(=O)N3CCOCC3)cc12	-6%	5%	-15%	-26%	0%	-21%	?	nt
CCC[C@@H]1C[C@@H](C(=O)N[C@@H](C2O[C@H](SC)[C@H](O)[C@@H](O)[C@H]2O)[C@H](C)Cl)N(C)C1 (stereo partly drawn)	7%	3%	2%	10%	-5%	?	6%	-15%
CSCC[C@@H](C(=O)NCc1cccs1)N1Cc2ccccc2C1=O	-6%	2%	0%	2%	-4%	nt	-1%	8%
O=C(CN1C2=NCCN2c2ccccc21)c1ccc(Br)s1	-12%	0%	4%	1%	3%	4%	-4%	9%
C#CC(=O)N(c1cccc(OC)c1)C(C(=O)NC1CCCC1)c1cccs1 (stereo not drawn)	2%	3%	5%	-5%	-5%	-14%	7%	-15%
CC1OC(Oc2ccc3ccc(=O)oc3c2-c2c(O)ccc3cc(Oc4ccc5ccc(=O)oc5c4)c(=O)oc23)C(O)C(O)C1O (stereo not drawn)	0%	-10%	?	3%	-3%	?	?	5%
Cc1ccc(NC(=O)CCn2cccc2)cc1F	-2%	1%	1%	5%	-1%	nt	-3%	8%
CCS(=O)(=O)N1CCN(C(=O)COc2ccc(-c3ccccc3)cc2)CC1	-14%	3%	-17%	-1%	-6%	nt	?	4%

In another format: entries from further up.
canonical_smiles | RECQ1 inh | TRb SRC2 PPI | GAA spleen mod | GAA glycogen | TR SRC2 fluor cs | L3MBTL1 inh | GAA inh | RGS12 GoLoco inh
O=C(Cn1cc2c(n1)CCCC2)NCCc1ccccc1 | -2% | 2% | -13% | -1% | -4% | -17% | 1% | 2%
CC(CCc1ccccc1)NC(=O)C1CCN(C(=O)c2sccc2-n2cccc2)CC1 (stereo not drawn) | -7% | -3% | -8% | 4% | 1% | -3% | -6%[15.4 µM] | 12%
CCOC(=O)N1CCN(C2=Nc3cccc4cccc2c34)CC1 | i | 4% | -5% | 22% | 3% | -7% | -8% | 16%
Cc1cc(=O)oc2cc(OC(C)C(=O)NCC3CCCO3)ccc12 (stereo not drawn) | 21% | 5% | -4% | 1% | -2% | 5% | 3% | 15%
COC(=O)c1nc2n(n1)C(c1ccc(OC)c(OC)c1OC)C1=C(CCCC1=O)N2 (stereo not drawn) | -4% | -16% | -22% | 3% | 3% | ? | ? | -1%
COc1ccccc1CN1CCNC(=O)C1CC(=O)NCc1c(C)n[nH]c1C (stereo not drawn) | -6% | -2% | -2% | -15% | -1% | 37%[activator] | 3% | 7%
CCc1ccc([C@@H]2C[C@H]3CN(Cc4ccccc4OC)C(=O)[C@]34CCCN24)cc1 | -11% | 4% | -1% | 13% | -1% | -1% | -2% | 11%

High-throughput results: PubChem BioAssay, National Center for Advancing Translational Sciences (NCATS)
